KDM5B inh – blocks human KDM5B histone demethylase activity; Q9UGL1; KDM5B demethylase, FDH-coupled NADH fluorescence (FDH is formaldehyde dehydrogenase); Potency, µM (series often up to 57.7 µM), inactives show top-dose activity change, negative = inhibition, actives largely listed as inhibitors; 2.6% of 220,000 active; AID 1347165; active = well fitted inhibition curve with a large enough effect; inconclusive = small, poorly fitted or top-dose-only effect; inactive = no such curve, though single readings can be large or run the other way; note: 0% is about no effect; nearly all actives have a fitted effect of over 70% in size
Target sequence (Q9UGL1 whole entry, looked up): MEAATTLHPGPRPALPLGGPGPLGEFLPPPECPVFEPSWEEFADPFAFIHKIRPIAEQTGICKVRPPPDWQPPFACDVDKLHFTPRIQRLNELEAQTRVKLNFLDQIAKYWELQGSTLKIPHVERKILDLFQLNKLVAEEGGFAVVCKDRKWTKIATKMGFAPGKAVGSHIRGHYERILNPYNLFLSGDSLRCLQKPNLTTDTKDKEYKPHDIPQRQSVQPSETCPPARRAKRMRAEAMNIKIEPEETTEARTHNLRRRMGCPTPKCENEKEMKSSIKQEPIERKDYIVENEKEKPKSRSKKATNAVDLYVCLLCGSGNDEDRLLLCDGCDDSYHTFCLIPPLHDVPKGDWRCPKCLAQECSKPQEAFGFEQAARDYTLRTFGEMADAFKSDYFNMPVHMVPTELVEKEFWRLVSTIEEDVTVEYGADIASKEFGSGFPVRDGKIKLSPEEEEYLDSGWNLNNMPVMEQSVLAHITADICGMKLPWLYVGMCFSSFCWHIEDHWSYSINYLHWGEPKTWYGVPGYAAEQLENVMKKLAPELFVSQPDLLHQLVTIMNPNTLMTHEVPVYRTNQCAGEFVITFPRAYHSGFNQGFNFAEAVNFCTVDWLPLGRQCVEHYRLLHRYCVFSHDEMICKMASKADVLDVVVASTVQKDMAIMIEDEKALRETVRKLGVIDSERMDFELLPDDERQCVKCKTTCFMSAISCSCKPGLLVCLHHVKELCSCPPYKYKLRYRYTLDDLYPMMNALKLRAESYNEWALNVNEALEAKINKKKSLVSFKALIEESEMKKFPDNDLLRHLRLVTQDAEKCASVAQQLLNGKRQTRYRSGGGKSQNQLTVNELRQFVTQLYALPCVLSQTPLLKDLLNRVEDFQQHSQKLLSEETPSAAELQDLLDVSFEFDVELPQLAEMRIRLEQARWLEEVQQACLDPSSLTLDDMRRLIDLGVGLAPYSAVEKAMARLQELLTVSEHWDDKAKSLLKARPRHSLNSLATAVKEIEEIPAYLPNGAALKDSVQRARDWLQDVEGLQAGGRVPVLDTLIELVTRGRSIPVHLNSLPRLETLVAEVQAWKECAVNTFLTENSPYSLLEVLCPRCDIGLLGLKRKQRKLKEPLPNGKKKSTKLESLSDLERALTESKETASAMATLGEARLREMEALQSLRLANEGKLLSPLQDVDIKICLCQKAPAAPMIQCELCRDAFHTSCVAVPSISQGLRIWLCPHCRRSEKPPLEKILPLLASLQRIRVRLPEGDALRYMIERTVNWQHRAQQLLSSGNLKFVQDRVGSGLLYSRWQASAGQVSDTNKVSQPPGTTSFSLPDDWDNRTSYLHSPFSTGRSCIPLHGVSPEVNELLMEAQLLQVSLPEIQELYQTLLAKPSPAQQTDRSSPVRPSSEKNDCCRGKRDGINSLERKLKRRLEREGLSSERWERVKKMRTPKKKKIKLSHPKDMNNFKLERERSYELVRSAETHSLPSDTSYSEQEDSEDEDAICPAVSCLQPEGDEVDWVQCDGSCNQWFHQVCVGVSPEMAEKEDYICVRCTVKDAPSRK
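Coupled FDH/NAD⁺ fluorescence readout. KDM5BΔAP 200 nM final; compound titration, 10 min RT preincubation; substrate mix 12.5 µM H3K4me3, 25 µM 2-OG, 50 µM Fe(II), 100 µM ascorbate, 0.25 mM NAD⁺, 0.25 U/mL FDH; ΔRFU over 30 min.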
Starred values were filed as active, the others as inactive; i = inactive; ? = inconclusive; [ ] = another dose, or the depositor's remark. Potency is the fitted concentration of half-maximal effect. Not all compounds are listed; rates above refer to the full screens.

No. | Molecule | KDM5B inh
1 | O=C(Nc1ccccc1)C1=NO[C@@H]2CN(Cc3ccc(O)c(Cl)c3)C[C@H]12 | -14%[86.2 µM]
2 | CC(C)c1nc2c(c(-c3ccc(O)cc3)n1)CN(Cc1ccc(C(F)(F)F)cc1)CC2 | -27%
3 | Cc1cccc(-n2ncc3c(NC4CCCCCCCCCCC4)ncnc32)c1 | 5%
4 | Cc1ccc(Cn2c(CO)cnc2SCC(=O)Nc2ccc(C)c(Cl)c2)cc1 | -10%
5 | O=C(N/N=C/c1ccc(C(F)(F)F)cc1)c1cccs1 | 6%
6 | Cc1ccc(CCNC(=O)c2nnn3cc(C)[nH]c(=O)c23)cc1 | 2%
7 | Cc1ccc(-c2nc(S(=O)(=O)c3ccc(C)cc3)c(N3CCN(c4ccccc4)CC3)o2)cc1 | -1%
8 | CN(CCCNC(=O)c1ccncc1)CC(F)(F)F | -29%
9 | c1ncc(CN2CC(Oc3ccc4c(c3)OCO4)C2)s1 | -16%[149 µM]
10 | COc1ccc2cc(CN(C)C(=O)C3CCN(S(=O)(=O)c4cc(F)ccc4F)CC3)ccc2c1 | -20%
11 | N#Cc1ccc(NC(=O)COc2ccc3cc(Br)ccc3c2)cc1 | 5%
12 | O=C(NCc1ccccc1)c1cc(C2CC2)nc2ccccc12 | ?
13 | COc1ccccc1CNC(=O)CSCc1nc(-c2ccc(OC)c(OC)c2)oc1C | 20%
14 | COc1ccc2c(C)c(CC(=O)Nc3ccc(Cn4cncn4)cc3)c(=O)oc2c1 | ?
15 | CCOC(=O)c1c(Nc2cccc(C(=O)OC)c2)nnc(-c2ccccc2)c1-c1ccccc1 | -25%
16 | O=C(Nc1cccc2ccccc12)O[C@@H]1CO[C@H]2[C@@H]1OC[C@@H]2NS(=O)(=O)c1cccc2cccnc12 | ?
17 | CCNC(=O)CNC(=O)c1cc(-c2ccc(F)cc2)nc2ccccc12 | ?
18 | CCOc1ccc(C2C(C(=O)c3sc(C)nc3C)=C(O)C(=O)N2CCN2CCOCC2)cc1 (stereo not given) | -9%
19 | CCC(=O)N1CCc2sc(C(=O)NC3CCCCCC3)cc2C1 | ?
20 | Cn1c(N)nc2nc(CCc3ccccc3)c(=O)[nH]c2c1=O | ?
21 | COc1ccc(-c2cc(C(=O)NCC(=O)NC(C)C)c3ccccc3n2)cc1 | ?
22 | O=C(NCCCNC(=O)c1ccccc1F)c1cc2ccccc2[nH]1 | -23%
23 | COc1ccc(N2CCN(C(CNC(C)=O)c3ccco3)CC2)cc1 (stereo not given) | 19%
24 | COc1ccc(C(=O)CSc2nc3sc(C)c(C)c3c(=O)[nH]2)cc1C | 17%
25 | COc1ccc(NC(=O)Cn2c(C)cc3nc4n(c(=O)c32)CCCC4)cc1OC | 2%

Exported as labelled records: part of the list above
3: Cc1cccc(-n2ncc3c(NC4CCCCCCCCCCC4)ncnc32)c1
  KDM5B inh: 5%

9: c1ncc(CN2CC(Oc3ccc4c(c3)OCO4)C2)s1
  KDM5B inh: -16%[149 µM]

4: Cc1ccc(Cn2c(CO)cnc2SCC(=O)Nc2ccc(C)c(Cl)c2)cc1
  KDM5B inh: -10%

23: COc1ccc(N2CCN(C(CNC(C)=O)c3ccco3)CC2)cc1 (stereo not given)
  KDM5B inh: 19%

(more compounds)
No. | Molecule | KDM5B inh
26 | O=C(c1ccc2c(c1)OCO2)N(Cc1ccco1)C1(C(=O)NC2CCCCC2)CCCCC1 | 13%
27 | COc1ccc(CN2C=C(C(=O)OCc3nc(C4CCCCC4)no3)C(C)=NS2(=O)=O)cc1 | -14%
28 | C[C@@H]1CN(C(=O)c2cnc3sccn3c2=O)C[C@@]1(O)C1CCC1 | ?
29 | O=C(CSc1nc2cc(Cl)ccc2c(=O)n1Cc1ccccc1)N1CCCCC1 | 3%
30 | Cc1noc(C)c1[S+](=O)([O-])N1CCn2ncc(C(=O)N3CCOCC3)c2C1 | 18%[115 µM]
31 | COc1ccc(OC)c(-c2cc(C(=O)Nc3ccc(F)cc3F)no2)c1 | ?
32 | CC(C)c1ccccc1NC(=O)CSc1nc2ncccc2[nH]1 | 3%
33 | CC(=O)N1CCCC2(C1)C(=NC1CCCC1)NC(=O)N2c1cc(F)cc(F)c1 (stereo not given) | -13%
34 | CN(C)C[C@@H]1CN(Cc2cccnc2)C[C@H]1NC(=O)c1cc2ccccc2[nH]1 | 28µM*
35 | CC(C)c1noc(-c2cn(C3CCCN(C(=O)c4ccc[nH]4)C3)nn2)n1 (stereo not given) | 14%
36 | CCc1cnc(N2CCC(COc3ccc4c(cnn4CC[S+](C)(=O)[O-])c3)CC2)nc1 | 32µM*
37 | Cc1cccc(CS(=O)Cc2ccc(Cl)cc2)c1 (stereo not given) | -6%
38 | COc1ccc(CC(=O)OCC(=O)c2ccc(OC(=O)c3ccco3)cc2)cc1 | -14%
39 | O=C(NC1CCCCC1)N1CCCC(c2nnc3n2CCNC3)C1 (stereo not given) | -18%[115 µM]
40 | CCOc1ccc(CNC(=O)CN(C(=O)C2=C(C)OCCS2)c2ccc(Cl)cc2)cc1OC | -1%
41 | O[C@@H]1CC(CNCc2ccc(F)cc2)(COc2cccnc2)C[C@@H]1O (stereo not given in full) | -9%[86.2 µM]
42 | CN1CC(=O)N(CC(=O)Nc2cccc(C#N)c2)c2ccccc2C1=O | -4%
43 | c1ccc(CCN(Cc2ccccc2)Cc2ccc(OCc3ccccc3)cc2)cc1 | -65%
44 | CCOc1ccc(C(=O)c2cc3ccc(O)cc3oc2=O)cc1 | -3%
45 | Cc1cc(C(=O)N2CCOC[C@H](Oc3cnccn3)C2)n(C)n1 | -9%[86.2 µM]
46 | c1ccc2sc(CSc3ccc4c(c3)OCCO4)nc2c1 | -15%
47 | CC(C#N)(NC(=O)CN1CCN(S(=O)(=O)c2ccccc2C#N)CC1)C1CC1 (stereo not given) | 25%
48 | O=C(c1ccc(F)cc1)N1CCC2(CC1)CC(c1cccnc1)=NO2 | 5%[86.2 µM]
49 | Cc1ccc(C2=NC(C)(C)N=C2SCC(=O)Nc2ccc(Br)c(C)c2)cc1 | 3%
50 | C=CCn1c(SCC(=O)Nc2ccccc2F)nnc1C(C)NC(=O)c1ccccc1F (stereo not given) | 5%
51 | Cc1ccc(N/C=C/C(=O)c2ccc(Cl)cc2Cl)cc1C | 2%
52 | CCCc1noc(-c2cn(C3CCN(C(=O)c4ccc(F)cc4)CC3)nn2)n1 | 3%
53 | Cc1ccc(-c2nc3ccc(C)cc3nc2-c2ccc(C)cc2)cc1 | -17%
54 | CCOc1ccccc1NC(=O)Nc1cccc(-c2ccc(N3CCCC3)nn2)c1 | ?
55 | CN(C)c1ncc2c(n1)C(C)(C(=O)Nc1cccc(F)c1)CCC2 (stereo not given) | 32µM*
56 | COCc1nc(C2CC(N)C2)cc(N2CCN(S(=O)(=O)N(C)C)CC2)n1 (stereo not given) | ?
57 | CC(C)c1ccc(OCc2nc3c(n2Cc2ccccc2)C(=O)N(CC2CCOCC2)CCN3)cc1 | -3%
58 | COc1ccc(CCNC(=O)c2c(C)noc2-c2ccc(C(C)(C)C)cc2)cc1OC | -30%
59 | c1ccc(Cn2cnc3cccnc32)cc1 | 20%[115 µM]
60 | Cc1nnc2n1CCC(NC(=O)Cc1c[nH]c3ccccc13)CC2 (stereo not given) | ?
61 | Cc1ccc(CN2C(=O)[C@@H]3C[C@@H](O)CN3C3(CN(CC4CC4)C3)C2=O)o1 | 11%[86.2 µM]
62 | COc1cccc(C(=O)N2CC(C(=O)NCCc3ccncc3)C3(CCOCC3)C2)c1 (stereo not given) | 9%
63 | COc1cc(OC)cc(-c2noc(-c3ccc(CSCc4ccccc4F)o3)n2)c1 | -12%
64 | COCCNC(=O)CCn1ccc2cc(S(=O)(=O)N3CCCCCC3)ccc21 | -15%
65 | COc1ccc(CN2CCN(CC=C(C)C)CC2)cc1 | 7%
66 | CCN1CCN(Cc2nc3c(c(=O)n(C)c(=O)n3C)n2Cc2ccc(Cl)cc2)CC1 | 14%
67 | CCOC(=O)c1[nH]c2c(c1Cc1ccccc1)C(=O)CC(c1ccc(C(C)(C)C)cc1)C2 (stereo not given) | -24%
68 | Cc1ccc(S(=O)(=O)c2nnn(-c3ccc(F)c(Cl)c3)c2N)cc1 | -7%
69 | CCn1nc(C)cc1C(=O)N1CCCC(N(C)CCc2ccc(OC)c(OC)c2)C1 (stereo not given) | 1%
70 | CC(/C=N/n1c(-c2cc(C)[nH]n2)n[nH]c1=S)=C\c1ccco1 | -25%
71 | Cc1ccccc1NC(=O)c1cc2n(n1)CC(c1ccc(Cl)cc1)OC2 (stereo not given) | ?
72 | CCCCCC(=O)Nc1ccc(-c2csc(NC)n2)cc1 | -1%
73 | CC1=C(c2ccccc2)S(=O)(=O)N=C1Nc1ccc(C)c(Cl)c1 | 7%
74 | CCc1noc(-c2cn(C3CCN(C(=O)c4ccc(C)s4)C3)nn2)n1 (stereo not given) | -22%
75 | Cc1ccc(N2C[C@]34C=C[C@H](O3)C(C(=O)N(C)Cc3nccs3)C4C2=O)cc1C (stereo not given in full) | 24%

Three entries already listed, sorted by the number in KDM5B inh, low to high.
No. | Molecule | KDM5B inh
53 | Cc1ccc(-c2nc3ccc(C)cc3nc2-c2ccc(C)cc2)cc1 | -17%
49 | Cc1ccc(C2=NC(C)(C)N=C2SCC(=O)Nc2ccc(Br)c(C)c2)cc1 | 3%
23 | COc1ccc(N2CCN(C(CNC(C)=O)c3ccco3)CC2)cc1 (stereo not given) | 19%

(continued)
No. | Molecule | KDM5B inh
76 | CC(C)OCCCn1c(=O)c2ccccc2n2c(CCC(=O)O)nnc12 | 36%
77 | COc1ccccc1Nc1ncc(C(=O)Nc2ccc(OC)c(OC)c2)c2ccccc12 | i
78 | CC(=O)Nc1ccc(S(=O)(=O)Nc2ccc3c(c2)OCCO3)cc1Cl | 4%
79 | CC(C)CN1C(=O)c2cccn2CC1C(=O)NC1CCN(Cc2ccccc2)CC1 (stereo not given) | -33%
80 | CCCC1(C2CCN(C(=O)Cc3ccc(OC)cc3)CC2)NC(=O)N(CCc2cccs2)C1=O (stereo not given) | -21%
81 | CC/C(C)=N\NC(=O)CCCCC(=O)N/N=C(\C)CC | -25%
82 | CC(C)(C)c1ccc(C(=O)Nc2ccc(C(=O)OCc3cc(=O)n4ccsc4n3)cc2)cc1 | ?
83 | COc1cc(F)ccc1-c1ccc(=O)n(CC(=O)N2CCC(Cc3ccccc3)CC2)n1 | 21%
84 | Cc1cnc(CN(C)C(=O)CC(c2ccccc2)c2ccc3c(c2)OCO3)[nH]1 (stereo not given) | 20%
85 | COCCN1CCC(=O)C(C)C1C (stereo not given) | 18%
86 | CCn1cc(C(=O)NC(C)C(=O)Nc2ccc(C)cc2F)c(C)n1 (stereo not given) | -2%
87 | CCOc1ccc(NC(=O)C(=O)NCCc2csc(-c3ccc(C(F)(F)F)cc3)n2)cc1 | 4%
88 | CCCCCn1c(=O)[nH]c2cc(C(=O)NCc3ccc(F)cc3)ccc2c1=O | -11%
89 | Cc1nc(-c2ccsc2)sc1C(=O)Nc1ccc2[nH]c(=O)[nH]c2c1 | 18%
90 | CCOCCOc1cccc(C(=O)N2CCC3(CCNCC3)CC2)c1 | -20%
91 | O=C(O)C[C@@H]1CCN(C(=O)c2ccc(F)cc2)C[C@@H]1CCN1CCN(c2ccc(F)cc2)CC1 | 4%
92 | Cc1ccc(C)c(NC(=O)C(C)Sc2nc3ccccc3nc2C)c1 (stereo not given) | 17%
93 | CCc1ccccc1NC(=O)Cc1c(C)nc2nc(-c3cccs3)nn2c1C | ?
94 | CC(C)CCNc1nc2c(-c3ccccc3)nnn2c2ccccc12 | -8%
95 | Cc1cccc(C(=O)NC(Nc2cc(C)ccc2C)C(Cl)(Cl)Cl)c1 (stereo not given) | 16%
96 | O=C(NC1CCN(c2cc(-c3ccccc3)[nH]n2)CC1)c1cccc(Cl)c1 | -30%
97 | COc1ccccc1-c1c(C)nn2c(-c3ccccc3)cc(-c3ccccc3)nc12 | 11%
98 | Cn1nc(C(F)(F)F)c(-c2ccccc2)c1N | 30%
99 | CCc1ccc(NC(=O)C2CCCN(c3nn4cc(-c5ccc(OC)cc5)nc4s3)C2)cc1 (stereo not given) | 9%
100 | COc1ccccc1[C@@H]1CN(C(=O)c2ccc3cccnc3c2)C[C@H]1C(=O)O | 35%[activator]
101 | Clc1ccc(NCCN2CCCC2)cc1 | ?
102 | Cc1cc(C2CCCCN2C(=O)Nc2cccc(-c3csc(C)n3)c2)no1 (stereo not given) | -21%
103 | O=C(NCCCCc1ccccc1)c1cc(=O)c2ccccc2o1 | -13%
104 | Cc1onc(-c2ccccc2)c1NC(=O)N(Cc1ccccc1)C(C)C | 17%
105 | CS(=O)(=O)c1ccc(CN2C[C@H](O)C[C@H]2c2nc(-c3cnccn3)no2)cc1 | 35µM*
106 | C[C@@H](N)C(=O)N1CCC(n2nccc2NC(=O)Nc2ccccc2Cl)CC1 | ?
107 | CC(=O)NC1(C)CCN(Cc2cnc(-c3cccc(F)c3)s2)CC1 | ?
108 | COc1ccccc1NC(=O)c1cc(S(=O)(=O)N2CCc3ccccc32)ccc1F | 1%
109 | CN(C)c1cccc(-c2cnc(NC(=O)C3CCOCC3)c3c2CCO3)c1 | -20%[86.2 µM]
110 | O=C(Cn1ccc2cc(S(=O)(=O)N3CCCCCC3)ccc21)NCCc1ccccc1Cl | -16%
111 | CCc1ccccc1NC(=O)c1c(NC(=O)c2ccccc2)sc2c1CCCC2 | ?
112 | Cc1ccc(C(=O)c2oc3ccccc3c2NC(=O)c2cc(-c3ccccc3)on2)cc1 | -23%
113 | CC(CCc1ccccc1)NC(=O)CN1C(=O)C(c2ccccc2)=NC1(C)C (stereo not given) | 3%
114 | Cc1nn(Cc2ccccc2)c(C)c1[C@@H]1C=C[C@@H](NC(=O)NC(C)C)C1 | ?
115 | O=C1C(OCC2CC2)C2(CCCCC2)N1C1CCNCC1 (stereo not given) | 40%[activator]
116 | CC(C)CCn1c(N2CCN(c3cccc(Cl)c3)CC2)nc2c1c(=O)[nH]c(=O)n2C | ?
117 | CCC(=O)N1CCc2cc(Br)cc(S(=O)(=O)CCC(=O)N(CC)Cc3ccccc3)c21 | 10%
